High-throughput results (PubChem BioAssay)
TRPC4 inh = inhibitors of mouse TRPC4 channel | B-score at 10 µM | AID 2247 | 300,000 compounds, 0.39% hits | HEK293 TRPC4beta/mu-opioid, DAMGO-evoked Fluo4 calcium flux; stronger effect = lower value;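 active = B-score over 3 SD under the library average, no early fluorescence shift, positive overall ratio signal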
Target sequence (Q9QUQ5 whole entry, looked up): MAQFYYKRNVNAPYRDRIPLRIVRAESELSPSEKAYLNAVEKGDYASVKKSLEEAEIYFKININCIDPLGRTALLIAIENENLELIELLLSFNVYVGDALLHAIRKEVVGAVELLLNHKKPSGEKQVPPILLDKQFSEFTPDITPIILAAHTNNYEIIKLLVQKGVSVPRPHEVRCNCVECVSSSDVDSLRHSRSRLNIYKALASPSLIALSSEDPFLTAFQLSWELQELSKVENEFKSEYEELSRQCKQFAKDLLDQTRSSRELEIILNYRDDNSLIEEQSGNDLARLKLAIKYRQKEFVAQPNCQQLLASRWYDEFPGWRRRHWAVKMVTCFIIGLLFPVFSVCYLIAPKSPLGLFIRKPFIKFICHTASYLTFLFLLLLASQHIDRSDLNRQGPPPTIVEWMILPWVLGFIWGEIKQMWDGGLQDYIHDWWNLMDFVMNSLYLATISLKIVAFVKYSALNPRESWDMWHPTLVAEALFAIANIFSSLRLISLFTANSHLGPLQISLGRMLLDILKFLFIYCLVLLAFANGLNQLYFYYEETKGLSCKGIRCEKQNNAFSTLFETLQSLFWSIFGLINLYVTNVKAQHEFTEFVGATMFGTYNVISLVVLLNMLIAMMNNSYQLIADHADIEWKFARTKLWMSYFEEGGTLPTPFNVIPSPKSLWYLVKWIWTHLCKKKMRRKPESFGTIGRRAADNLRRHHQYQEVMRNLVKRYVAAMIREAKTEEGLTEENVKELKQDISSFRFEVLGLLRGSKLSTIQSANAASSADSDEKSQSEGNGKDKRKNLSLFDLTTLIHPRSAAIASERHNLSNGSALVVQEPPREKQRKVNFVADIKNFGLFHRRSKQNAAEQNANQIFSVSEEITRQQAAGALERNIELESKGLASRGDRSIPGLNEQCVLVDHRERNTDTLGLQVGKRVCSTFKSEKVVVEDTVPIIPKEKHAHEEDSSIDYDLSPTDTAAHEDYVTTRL
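Assay system: Stable TRPC4beta/mu-opioid receptor HEK293 cells | Reagent: DAMGO in two steps, submaximal then maximal | Compound dosing: Single concentration per test compound | Signal: Fluo4 Ca2+ flux fluorescence | Evaluation: Per-well B score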
SKKanGAS inh = SKKanGAS growth inhibition; S. pyogenes SKKanGAS, kanamycin growth, BacTiter-Glo, 6 h; inhibition, % at 7.5 µM; 300,000 compounds, 1.3% hits;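 active = mean replicate score, as percent of positive control median, at least 50; inconclusive = mean below 50 but one replicate at or above 50; inactive = mean and every replicate below 50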;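 also: strain carries kanamycin resistance gene driven by streptokinase promoter and grows in 40 µg/ml kanamycin; loss of luminescence reflects streptokinase promoter inhibition or plain growth inhibition; 0% = median of DMSO wells and 100% = positive control at its reference dose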
MrgX1 antag = blocks BAM8-22 activation of human MrgX1 receptor. 310,000 compounds, 1.3% hits. AID 588676. Q96LB2. MRGX1-HEK293 calcium flux, Fluo-4, BAM8-22 antagonism; stronger effect = lower value. B-score at 10 µM;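 active = calcium-response B-score plate-corrected more than 3 library SD below zero, starting fluorescence within 5 deviations, no agonist response on first addition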;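 also: peak minus trough fluorescence over baseline after final BAM8-22 challenge near maximal dose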
TRPC6 inh = blocks the mouse TRPC6 cation channel. Q61143. HEK293-TRPC6, membrane potential dye, ACh-evoked depolarization; stronger effect = lower value. B-score at 10 µM. 310,000 compounds, 1.1% hits. AID 2553;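 active = B-score under library mean minus 3 SD, initial fluorescence not abnormally high, positive integrated signal ratio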;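 also: B-score derived from integrated fluorescence ratio over the kinetic read; more negative B-score means stronger inhibition of depolarization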
TRPC4 agonist = opens the mouse TRPC4 cation channel; Q9QUQ5; HEK293 TRPC4beta/mu-opioid, Fluo4 calcium fluorescence; stronger effect = higher value; B-score at 10 µM; 310,000 compounds, 0.49% hits; AID 2237;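 active = B-score above 5 SD of library B-scores, and initial fluorescence ratio not above library mean plus 5 SD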;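 also: positive B-score marks a calcium rise read as TRPC4 activation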
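System: HEK293 cells stably co-expressing mouse TRPC4beta and mu-opioid receptor; Schedule: Fluo4 dye loading 45 min at room temperature, 110 s recording; Detection: Fluo4 fluorescence, kinetic; Evaluation: B-scored integrated calcium fluorescence ratio; Controls: buffer (low) and maximal DAMGO (high).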
KLF5 inhibitor = inhibitors of KLF5 expression; DLD-1 KLF5 promoter-luciferase reporter, luminescence; inhibition, % at 5 µM; 290,000 compounds, 0.23% hits;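 active = inhibition above a per-plate limit of that plate's mean compound inhibition plus 3 SD, cut at about 60% in these data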;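 also: 0% = DMSO wells and 100% = LY294002 at 200 µM; higher means less KLF5 promoter-driven luciferase light; inactives centre near -14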
TRPC4 PAM = allosteric potentiators of mouse TRPC4 channel. HEK293 TRPC4beta/mu-opioid, DAMGO EC20, Fluo-4 Ca2+ flux; stronger effect = higher value. B-score at 10 µM. 310,000 compounds, 0.42% hits;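 active = B-score of calcium response area above 5 SD of library B-scores, with initial fluorescence ratio within 5 SD of library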;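 also: B-score of integrated fluorescence ratio over time as area under calcium response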
IEC-6 cytotox = IEC-6 cytotoxicity, counter-screen for KLF5 inhibitors. luminescence viability. inhibition, % at 5 µM. 290,000 compounds, 0.78% hits. AID 1825; in the data active = inhibition above about 22%;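 also: 0% = plate median of test compound wells and 100% = cytotoxic reference compound wells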
aSyn 5UTR inh = 5' untranslated region of α-synuclein, MLPCN primary screen; AID 1813; inhibition, % (tested at 7.5 µM); 300,000 compounds, 0.82% hits; alpha-synuclein 5'UTR reporter, inhibitor activity; in the data active = inhibition above about 60%; inconclusive = no clear call, values can overlap the other calls;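 also: H4 neuroglioblastoma cells stably carrying SNCA 5'UTR luciferase fusion; 0% = DMSO wells and 100% = positive control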
TRPC6 act = mouse TRPC6 channel activation. Q61143. HEK293-TRPC6 membrane potential dye fluorescence; stronger effect = higher value. B-score at 10 µM. 310,000 compounds, 0.13% hits. AID 2550;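 active = B-score of the integrated fluorescence ratio above library mean plus 3 SD, and starting fluorescence ratio within library mean plus 5 SD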;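 also: higher score means more depolarization so channel activation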
HIF activator = HIF pathway transcriptional activation. U2OS HRE-luciferase reporter, luminescence; normalized: DMSO 0%, desferrioxamine 100%. 300,000 compounds, 0.32% hits. activation, % at 7.5 µM (by protocol). AID 1910;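 active = mean activation of at least 10% of the iron chelator positive control signal, with at least half of replicates also reaching 10%; inconclusive = mean and replicate majority disagree about reaching 10%; inactive = mean and most replicates under 10%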
Active calls of the source: *; i = inactive; ? = inconclusive; . = not tested or not shown; & = joins results of further samples.

SMILES	TRPC4 inh	SKKanGAS inh	MrgX1 antag	TRPC6 inh	TRPC4 agonist	KLF5 inhibitor	TRPC4 PAM	IEC-6 cytotox	aSyn 5UTR inh	TRPC6 act	HIF activator
Cc1cc2ncn(S(=O)(=O)c3ccc(F)cc3)c2cc1C	i	7	i	i	i	-28	i	-5	17	i	-0.2
CC1CCCN(C(=O)CN2C(=O)c3ccccc3C2=O)C1 (stereo unspecified)	i	0	i	i	i	-4	i	2	12	i	0.2
CCCCN1CC[C@H]2C=CC[C@@H](C(=O)NCCc3ccccc3)[C@H]2C1=O	i	-1	-6.1*	i	i	.	i	.	17	i	0.4
Cc1ccccc1NC(=O)c1sc2nc[nH]c(=O)c2c1C	i	-7	i	i	i	1	i	3	7	i	.
CCOc1ccccc1Nc1nc2ccc(C)cc2n2cnnc12	i	-7	.	i	i	-38	i	-4	11	i	2.5
COc1cc(CCC(=O)OCC(=O)Nc2ccc(C)cc2Cl)cc(OC)c1OC	i	-6	i	i	i	-13	i	-8	-8	i	-7.0
CC1CN(C(=S)NC(=O)c2ccc(Cl)cc2)CC(C)O1 (stereo unspecified)	i	-3	i	i	i	9	i	9	-1	i	-0.2
Cc1cc(NC(=O)c2ccc(C#N)cc2)n(-c2ccccn2)n1	i	-10	i	i	i	2	i	7	21	i	-0.2
O=C(NCc1ccco1)/C(=C/C=C\c1ccccc1)NC(=O)c1ccc(Br)o1	i	4	i	i	i	-21	i	2	1	i	1.6
COc1ccc(OCC(=O)Nc2cccc(C(C)=O)c2)cc1	i	-1	-6.3*	i	i	3	i	-5	-12	i	-0.3
CC(C)N(Cc1nc(-c2ccccc2)no1)C(=O)c1ccc2c(c1)OCO2	i	2	i	i	i	-4	i	0	-15	i	-0.1
O=C(c1ccc(N2CCOCC2)nc1)N1CCCCC1	i	9	i	i	i	30	i	-4	-27	i	0.7
O=S(=O)(c1ccccc1)N(CC1CO1)c1cccc2ccccc12 (stereo unspecified)	i	-8	i	i	i	-13	i	12	1	i	-0.6
O=[N+]([O-])c1cccc(S(=O)(=O)N/N=C\c2ccc3c(c2)OCO3)c1	i	-7	i	i	i	-38	i	6	3	i	-0.3
COc1ccc(C2=NO[C@@H]3C(=O)N(Cc4ccccc4)C(=O)[C@H]23)cc1OC	i	-10	i	i	i	-21	i	3	10	i	0.0
OC1O[C@H](c2ccc3c(c2)OCO3)[C@H]2CO[C@H](c3ccc4c(c3)OCO4)[C@@H]12 (stereo partly specified)	i	-3	i	i	i	.	i	.	2	i	0.1
Cc1ccsc1/C=N/n1c(-c2ccccn2)n[nH]c1=S	i	-4	i	i	i	-6	i	-4	10	i	0.0
CC(C)=C1C2CCC1C1C(=O)N(c3nccs3)C(=O)C21 (stereo unspecified)	i	3	i	i	i	-2	i	1	-9	i	0.1
Cc1oc(CC(C)C)cc1C(=O)Nc1cccc2ccccc12	i	21	i	i	i	-11	i	-4	14	i	0.0
CNC(=O)/C(C#N)=C/c1c(N2CCN(c3ccccc3)CC2)nc2c(C)cccn2c1=O	i	5	i	i	i	-9	i	4	21	i	-1.3
Cn1c(=O)c2cc(S(=O)(=O)N3CCC(c4ccccc4)CC3)ccc2n(C)c1=O	i	-4	i	i	i	-122	i	0	-25	i	-0.1
Cc1csc2nc(CN3CCN(CC(=O)N(C)C)CC3)cc(=O)n12	i	1	i	i	i	0	i	-4	-1	i	-22
CN(C1CCCCC1)S(=O)(=O)c1ccc(NC(=O)Cn2nc(-c3ccc(F)cc3)ccc2=O)cc1	i	12	i	i	i	-5	i	1	28	i	0.4
Cc1cc(N2CCOCC2)nc2ccc(NC(=S)N3CCCCC3C)cc12 (stereo unspecified)	i	8	i	i	i	-24	i	-2	-36	i	0.9
O=C(COC(=O)c1ccco1)c1ccccc1	i	6	i	i	i	-3	i	8	-1	i	1.6
CC(C)(C)n1nnnc1C(c1cccnc1)N1CCN(c2ccccc2)CC1 (stereo unspecified)	i	2	i	i	i	-12	i	0	20	i	-0.1
COc1ccc(OC)c(N2CC(O)(c3ccccc3)[N+]3=C2SCCC3)c1 (stereo unspecified)	i	-4	i	i	i	8	i	7	-18	i	-1.2
CN(CCC#N)C(=O)COC(=O)c1ccc(Cl)cc1O	i	-3	i	i	i	23	i	3	-21	i	0.2
Cc1cccc(N=C2CSC(=O)N2)c1	i	-1	i	i	i	-51	i	-1	15	i	-0.6
CCc1nnc(NC(=O)c2csc3c2CCC(C)C3)s1 (stereo unspecified)	i	0	i	i	i	-1	i	0	-67	i	3.9
Clc1ccc(CSc2nnc([C@@H]3CCCN3)o2)cc1Cl	i	-6	i	i	i	-9	i	2	.	i	.
COc1cccc(NC(=O)CSC(N)=O)c1	i	-5	i	i	i	-39	i	-1	3	i	0.4
CSc1cccc(NC(=O)C(C)Sc2ccc(C)cc2)c1 (stereo unspecified)	i	2	i	i	i	-13	i	4	41	i	0.1
O=C(NNc1ccccc1[N+](=O)[O-])Nc1ccc(F)cc1F	i	-2	i	i	i	-5	i	-4	3	i	-1.0
CCc1c(C)nc(SCC(=O)NNC(=O)Cc2ccc(OC)cc2)[nH]c1=O	i	-12	i	i	i	3	i	1	4	i	-0.1
CC(C)C(NC(=O)C(c1ccccc1)c1ccccc1)c1nc2ccccc2[nH]1 (stereo unspecified)	i	79*	i	i	i	-17	i	-12	3	i	-0.1
NNc1nc(Nc2ccccc2)nc(N2CCCCC2)n1	i	26	i	i	i	-54	i	-4	-29	i	.
O=C(CNC(=O)c1cccc(Br)c1)N/N=C/c1ccc2c(c1)OCO2	i	4	i	i	i	-26	i	1	-33	i	0.1
COc1cccc(C2c3[nH]c4ccccc4c3C[C@H]3C(=O)N(C4CC4)CC(=O)N23)c1 (stereo partly specified)	i	8	i	i	i	-16	i	6	7	i	1.0
NS(=O)(=O)c1ccc(N=Cc2c(O)c3ccccc3oc2=O)cc1	i	19	i	i	i	2	i	-2	6	i	-0.3
O=C(O)C(Cc1ccccc1)NS(=O)(=O)c1ccc(Cl)cc1 (stereo unspecified)	i	0	i	i	i	-31	i	-2	-1	i	-0.6
CC(O)CNCCCOc1cccc(Oc2ccccc2)c1 (stereo unspecified)	i	6	i	i	i	-7	i	-5	-6	i	-0.5
Cc1cc(Cl)c(S(=O)(=O)N2CCN(c3ccc(F)cc3)CC2)cc1OCC(=O)NC1CCCCC1	i	17	i	i	i	-5	i	0	37	i	0.0
CCc1n[nH]c(=S)n1/N=C/c1ccccn1	i	-2	i	i	i	-23	i	2	-2	i	0.6
C[C@]12CCC(=O)C[C@@H]1CC[C@@H]1[C@@H]2CC[C@]2(C)[C@@H](C(=O)COC(=O)CCC(=O)O)CC[C@@H]12	i	8&10	i	i	i	5&-4	i	6&1	-5&-6	i	-14&0.1
COc1cccc2cc(C(=O)C3=C(O)C(=O)N(CCN(C)C)C3c3ccc(F)cc3)oc12 (stereo unspecified)	i	1	i	i	i	-3	i	4	5	i	-0.2
Cn1cc(S(=O)(=O)CC(=O)Nc2ccc3c(c2)OCO3)c2ccccc21	i	8	i	i	i	-24	i	-1	25	i	-0.6
O=C(CCc1cccc(Cl)c1)NC1CCCN(Cc2ccccc2F)C1 (stereo unspecified)	i	5	i	i	i	-16	i	-3	13	i	0.3
O=C(CSc1ccc(F)cc1)Nc1ccccc1Br	i	0	i	i	i	-36	i	-5	-75	i	1.3
Cn1c(=O)c2c(ncn2CC(=O)OCC(=O)Nc2sccc2C(N)=O)n(C)c1=O	i	10	i	i	i	.	i	.	-2	i	-0.8
CCOC(=O)c1sc(-c2ccc(Cl)cc2)nc1O	i	20	i	i	i	19	i	-1	-7	i	-0.2
CCOC(=O)c1c(NC(=O)CSc2nc3ccccc3o2)sc(C)c1C	i	-7	i	i	i	12	i	2	3	i	0.8
Cc1onc(-c2ccccc2Cl)c1C(=O)NNC(=O)c1nn(C)cc1Cl	i	10	i	i	i	-28	i	4	-14	i	-0.3
O=C(O)c1ccc(N2CC3CC(C2)c2cccc(=O)n2C3)c(NC(=S)Nc2ccc(Cl)cc2Cl)c1 (stereo unspecified)	i	?	i	i	i	15	i	-1	-20	i	0.3
COc1cccc(NC(=O)CCC(=O)Nc2cc(OC)c(NC(=O)c3cccs3)cc2OC)c1	i	17	.	i	i	-20	i	-3	-4	i	-0.4
Cc1cc(C(=O)NNC(=S)NC(=O)/C=C/c2ccccc2Cl)n[nH]1	i	10	i	i	i	-53	i	-2	-94	i	-0.2
COC(=O)CCCc1nc2ccccc2s1	i	-13	i	i	i	-1	i	-4	-13	i	-0.3
CC(C)N1CCC(=NNc2ccc([N+](=O)[O-])cc2S(=O)(=O)N2CCOCC2)CC1	i	17	i	i	i	-22	i	4	-5	i	0.4
Cc1cc2c(cc(C(=O)NCCCN3CCOCC3)n2Cc2ccc(Cl)cc2)o1	i	0	i	i	i	15	i	6	3	i	0.2
Cc1cc(C)c(C)c(S(=O)(=O)N2CCC(C(=O)Nc3ccccc3N3CCOCC3)CC2)c1C	i	14	i	i	i	-9	i	-7	9	i	-0.1

(more compounds)
SMILES	TRPC4 inh	SKKanGAS inh	MrgX1 antag	TRPC6 inh	TRPC4 agonist	KLF5 inhibitor	TRPC4 PAM	IEC-6 cytotox	aSyn 5UTR inh	TRPC6 act	HIF activator
Cc1ccccc1N1CCN(C2CCCN(C(=O)c3cnsn3)C2)CC1 (stereo unspecified)	i	-4	i	i	i	5	i	0	-13	i	-0.3
CC(NC(=O)c1ccc(F)cc1)C(=O)NC1=NCCS1 (stereo unspecified)	i	-1	i	i	i	-41	i	-5	11	i	-0.1
Cc1ccc(NC(=O)C2CC(Cl)=CCC2C(=O)O)c([N+](=O)[O-])c1 (stereo unspecified)	i	5	i	i	i	-34	i	-3	4	i	-0.2
CCOc1ccc(OCC)c(NC(=O)CN2CCC(NC(=O)c3cccc(F)c3)CC2)c1	i	39	i	i	i	-5	i	3	13	i	0.3
Clc1ccc(OCCN2CCN(c3ncnc4sccc34)CC2)cc1	i	.	i	i	i	6	i	26*	-4	i	0.2
CC(=O)Nc1ccc(NC(=O)C(C)OC(=O)c2ccc(-n3cnnn3)cc2)cc1 (stereo unspecified)	i	-3	i	i	i	.	i	.	-10	i	-1.2
